Assay outcomes as filed in PubChem.
BoNT F protease – BoNT/F light chain protease inhibitors, primary screen, biochemical, flow cytometry, MLPCN library | inhibition, % at 10 µM | Multiplex microsphere protease cleavage assay | Botulinum neurotoxin type F light chain protease (Clostridium botulinum) | actives 0.22% (n = 360,000); in the data active = inhibition above about 35%, passing the limit was not always enough; inconclusive = no clear call, values can overlap the other calls; also: plate controls were buffer without enzyme for full effect and enzyme alone for no effect
GDH-TPI counter – GDH-TPI coupling enzyme inhibitors, primary screen, artefact control for M. tuberculosis FBA inhibitor project, biochemical, absorbance, full deck. GDH-TPI coupled enzyme counterscreen, NADH absorbance. inhibition, % at 4.8 µM. actives 1.2% (n = 360,000). AID 588335, 2011; in the data active = inhibition above about 30%;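 also: 0% = DMSO wells and 100% = wells lacking the enzyme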
BoNT-A LC inh2 – BoNT/A light chain protease inhibitors, primary screen, biochemical, flow cytometry, MLPCN library; inhibition, % at 10 µM; AID 588499, 2011; actives 0.17% (n = 360,000); multiplex microsphere protease substrate cleavage; Botulinum neurotoxin type A light chain protease (Clostridium botulinum A str. ATCC 3502); also: plate controls were buffer without enzyme for full effect and enzyme alone for no effect
Mtb UGM inh – M. tuberculosis UGM enzyme inhibitors, primary screen, biochemical, fluorescence polarization, single point; purified UGM, fluorescence polarization probe displacement; inhibition, % at 10 µM; actives 0.06% (n = 320,000); AID 504406, 2011; in the data active = inhibition above about 10%, passing the limit was not always enough; inconclusive = no clear call, values can overlap the other calls
Target sequence (P9WIQ1 whole entry, looked up): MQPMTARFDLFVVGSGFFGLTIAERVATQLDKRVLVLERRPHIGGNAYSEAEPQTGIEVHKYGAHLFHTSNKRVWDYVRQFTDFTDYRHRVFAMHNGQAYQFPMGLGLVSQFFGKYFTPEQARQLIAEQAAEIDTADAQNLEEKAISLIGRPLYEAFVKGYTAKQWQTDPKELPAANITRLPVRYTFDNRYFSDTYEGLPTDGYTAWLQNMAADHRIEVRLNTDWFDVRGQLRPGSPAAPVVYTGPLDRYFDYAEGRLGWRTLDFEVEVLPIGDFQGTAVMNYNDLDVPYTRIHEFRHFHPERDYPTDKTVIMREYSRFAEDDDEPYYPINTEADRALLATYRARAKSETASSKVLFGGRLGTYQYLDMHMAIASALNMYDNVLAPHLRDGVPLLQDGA
FadD28 FP inh – inhibitors of FadD28 bisubstrate probe binding, primary screen, biochemical, fluorescence polarization, single point. inhibition, % at 12.5 µM. actives 0.22% (n = 360,000); in the data active = inhibition above about 8.5%, passing the limit was not always enough; inconclusive = no clear call, values can overlap the other calls
Anthrax LF prot – Bacillus anthracis LF protease inhibitors, primary screen, biochemical, multiplex microsphere, MLPCN library; actives 0.12% (n = 360,000); inhibition, % at 10 µM; Lethal factor (Bacillus anthracis), P15917; multiplex microsphere protease cleavage assay; also: plate controls were buffer without enzyme for full effect and enzyme alone for no effect
Mtb BioA inh – M. tuberculosis BioA enzyme inhibitors, primary screen, biochemical, plate reader, single point, HTS. inhibition, % at 9.99 µM. purified M. tuberculosis BioA enzyme. 7,8-diaminopelargonic acid synthase BioA (Mycobacterium tuberculosis). actives 0.096% (n = 360,000); in the data active = inhibition above about 40%; inconclusive = no clear call, values can overlap the other calls
PfHsp40 rescue – rescue of yeast from PfHsp40 toxicity, primary screen, S. cerevisiae, ATP luminescence. S. cerevisiae expressing PfHsp40, growth rescue. growth rescue, % at 12.5 µM. actives 0.68% (n = 340,000). AID 504582, 2011; in the data active = growth rescue above about 28%, passing the limit was not always enough; inconclusive = no clear call, values can overlap the other calls;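 also: yeast W303a lacking pdr1 and pdr3 grown in galactose medium; growth measured after three days at 30 °C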
FBA Mtb inh – Mtb FBA enzyme inhibitors, primary screen, biochemical, fluorescence, strain H37Rv; purified M. tuberculosis FBA, fluorescence read-out; inhibition, % at 1 µM; actives 2.3% (n = 360,000); AID 588726, 2011; in the data active = inhibition above about 27%;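 also: 0% = vehicle and 100% = reference inhibitor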
Target sequence (P9WQA3 whole entry, looked up): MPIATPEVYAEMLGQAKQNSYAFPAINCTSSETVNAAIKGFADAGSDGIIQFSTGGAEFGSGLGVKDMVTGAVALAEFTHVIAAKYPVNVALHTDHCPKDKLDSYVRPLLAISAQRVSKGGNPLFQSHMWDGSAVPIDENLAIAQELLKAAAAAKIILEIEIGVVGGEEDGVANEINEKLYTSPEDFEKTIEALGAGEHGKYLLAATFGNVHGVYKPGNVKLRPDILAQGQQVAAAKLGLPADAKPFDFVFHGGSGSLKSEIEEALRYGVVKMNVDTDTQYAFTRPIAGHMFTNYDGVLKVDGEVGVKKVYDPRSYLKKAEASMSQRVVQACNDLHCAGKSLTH
Active calls of the source: *; ? = inconclusive; . = no result given. Rule as the data show it, unless noted: active = inhibition above about 30%; inconclusive = no clear call, values can overlap the other calls; inactive = below that.

nr	Molecule	GDH-TPI counter	FadD28 FP inh	PfHsp40 rescue	BoNT-A LC inh2	BoNT F protease	Mtb UGM inh	Mtb BioA inh	FBA Mtb inh	Anthrax LF prot
1	O=C(NCc1ccccc1)/C(=C\c1ccc(O)cc1)NC(=O)c1ccco1	14	-2.9	1.0	0.8	-1	-0.8	-1.2	-2	5
2	CCOC(=O)C1(CC2CCCCO2)CCN(Cc2nc(-c3cccs3)oc2C)CC1 (stereo unspecified)	3	1.4	-0.7	0.1	-2	-0.3	.	8	-2
3	CCn1nc(NC(=O)c2cccnc2)c2cc3ccccc3nc21	5	-2.5	-0.6	1.9	-4	-1.1	24	1	4
4	Cc1ccc(Oc2c(C=O)c3ccccc3n2C)cc1	-1	-1.9	0.2	1.5	-12	-1.5	.	0	0
5	COc1ccccc1C(=O)Oc1cc(C)[nH]c(=O)c1[N+](=O)[O-]	10	-0.7	0.1	-1.4	-8	1.8	.	-3	-2
6	COc1ccccc1-c1ocnc1C(=O)Nc1ccc(N2CCOCC2)cc1N1CCOCC1	3	.	1.1	3.9	9	.	1.3	2	-2
7	CC(C)Sc1nc2c(c(=O)[nH]c(=O)n2C)n1CCc1ccccc1	6	-1.8	-1.3	0.0	4	0.2	1.0	2	-4
8	COc1ccccc1N(Cc1ccccc1)S(=O)(=O)c1cccc(C(=O)Nc2ccccn2)c1	-1	-3.8	?	2.2	14	-4.1	0.7	-2	-2
9	CCOCCCNC(=O)C1CCC(CNS(=O)(=O)c2ccc(OC)cc2)CC1 (stereo unspecified)	17	-1.1	-0.5	0.8	-1	-0.5	.	0	2
10	Cn1c(-c2cc(Cl)ccc2O)nc2c1c(=O)[nH]c(=O)n2Cc1ccccc1	9	-0.3	-0.9	0.1	4	-1.0	.	5	-1

Going on with the list.
nr	Molecule	GDH-TPI counter	FadD28 FP inh	PfHsp40 rescue	BoNT-A LC inh2	BoNT F protease	Mtb UGM inh	Mtb BioA inh	FBA Mtb inh	Anthrax LF prot
11	COc1ccc(N2CCN(CC(=O)Nc3cc(C)cc(C)c3)CC2)cc1	8	0.0	0.4	.	.	1.3	2.1	-3	.
12	COc1ccc(NC2CCCN(C(=O)CCN3CCCO3)C2)cc1 (stereo unspecified)	-6	-1.4	0.9	1.0	0	1.6	-0.6	0	-1
13	C/C(=N\NC(=O)c1ccccc1)c1ccc(C)c([N+](=O)[O-])c1	8	-2.9	1.5	-1.0	-8	4.1	.	-1	-2
14	O=C(Nc1nnc(C2=COCCO2)o1)c1ccc(Br)cc1	2	-3.1	0.3	1.5	-2	3.8	-1.0	0	1
15	Cn1cc(C(=O)N/N=C/C(Br)=C\c2ccccc2)ccc1=O	32*	-4.0	1.0	-1.2	-19	-2.4	-0.5	-3	0
16	Cc1ccc(C)c2nc(SCC(=O)NCc3cccs3)c(C#N)cc12	9	0.2	-1.2	0.3	0	-4.6	-1.1	2	-2
17	O=C1CCCC2=C1C(c1ccncc1)c1c(nc(SCc3ccccc3Cl)[nH]c1=O)N2 (stereo unspecified)	11	-3.2	0.2	0.8	-1	0.1	1.1	20	-1
18	CCOc1ccc(-c2nnc(-c3ccc(OC)cc3)o2)cc1	9	-1.0	0.3	0.3	-4	-0.1	-0.9	9	-2
19	CC(C(=O)c1ccccc1)C(O)c1ccccn1 (stereo unspecified)	-5	-0.6	0.4	0.0	1	.	-4.5	2	-2
20	O=C(O)c1cccnc1Sc1ccc(Cl)cc1	5	-0.7	0.0	0.3	-6	-2.9	.	5	-7

Compound profiles, as listed above. Values in the order: GDH-TPI counter | FadD28 FP inh | PfHsp40 rescue | BoNT-A LC inh2 | BoNT F protease | Mtb UGM inh | Mtb BioA inh | FBA Mtb inh | Anthrax LF prot
`Cn1cc(C(=O)N/N=C/C(Br)=C\c2ccccc2)ccc1=O` is listed with 32* | -4.0 | 1.0 | -1.2 | -19 | -2.4 | -0.5 | -3 | 0
`COc1ccc(NC2CCCN(C(=O)CCN3CCCO3)C2)cc1` (stereo unspecified) is listed with -6 | -1.4 | 0.9 | 1.0 | 0 | 1.6 | -0.6 | 0 | -1

Quoted from the entries so far (4 entries):
nr	Molecule	GDH-TPI counter	FadD28 FP inh	PfHsp40 rescue	BoNT-A LC inh2	BoNT F protease	Mtb UGM inh	Mtb BioA inh	FBA Mtb inh	Anthrax LF prot
1	O=C(NCc1ccccc1)/C(=C\c1ccc(O)cc1)NC(=O)c1ccco1	14	-2.9	1.0	0.8	-1	-0.8	-1.2	-2	5
2	CCOC(=O)C1(CC2CCCCO2)CCN(Cc2nc(-c3cccs3)oc2C)CC1 (stereo unspecified)	3	1.4	-0.7	0.1	-2	-0.3	.	8	-2
3	CCn1nc(NC(=O)c2cccnc2)c2cc3ccccc3nc21	5	-2.5	-0.6	1.9	-4	-1.1	24	1	4
4	Cc1ccc(Oc2c(C=O)c3ccccc3n2C)cc1	-1	-1.9	0.2	1.5	-12	-1.5	.	0	0

New compounds follow.
nr	Molecule	GDH-TPI counter	FadD28 FP inh	PfHsp40 rescue	BoNT-A LC inh2	BoNT F protease	Mtb UGM inh	Mtb BioA inh	FBA Mtb inh	Anthrax LF prot
21	Cc1ccc(NC(=O)C2CCN(S(=O)(=O)c3ccc4[nH]c(=O)ccc4c3)CC2)c(C)c1	11	-4.8	-1.8	-0.2	5	1.0	-0.9	1	0
22	Cc1sc2nc(CN3CCCCC3)nc(N3CCN(C(=O)c4ccco4)CC3)c2c1C	-3	-3.0	-1.3	0.8	-2	-1.8	17	2	-3
23	O=C(COc1ccccc1Cc1ccccc1)Nc1cccc(S(=O)(=O)N2CCOCC2)c1	0	-2.1	-0.1	-0.5	-8	0.3	-1.3	2	-10
24	CN(C)S(=O)(=O)N1CCN(S(=O)(=O)N(C)C)CC1	9	-0.1	-1.0	-0.5	-2	-4.5	-3.5	2	-6
25	Cc1cc([N+](=O)[O-])ccc1NC(=O)C(C)N1CCN(c2ccccn2)CC1 (stereo unspecified)	-2	-4.2	2.8	-0.8	-6	1.3	1.0	-1	3
26	Cc1ccc(S(=O)(=O)N2c3ccccc3OCC2c2ccccc2)cc1 (stereo unspecified)	-4	-0.8	1.9	-0.4	4	2.0	-0.8	2	-4
27	CCN(CC)c1ccc(S(=O)(=O)N2CCOCC2)cc1NC(=O)COC(=O)C1=COCCO1	8	1.1	-0.5	2.5	-1	.	-1.7	6	1
28	Cc1nc2scc(C)n2c(=O)c1S(=O)(=O)NC(C)c1ccccc1 (stereo unspecified)	27	0.7	-0.5	1.5	10	-2.3	-0.7	37*	1
29	CC(C)COC(=O)NCC12C=CC(O1)C1C(=O)N(c3ccc(Cl)cc3)C(=O)C12 (stereo unspecified)	-5	-2.8	0.5	0.6	5	0.3	-0.2	-3	-2
30	O=C(Cn1c(-c2ccccn2)nc2ccccc21)N/N=C/c1ccccn1	12	-1.9	-0.7	0.0	-4	0.7	.	2	-2

More results follow.
nr	Molecule	GDH-TPI counter	FadD28 FP inh	PfHsp40 rescue	BoNT-A LC inh2	BoNT F protease	Mtb UGM inh	Mtb BioA inh	FBA Mtb inh	Anthrax LF prot
31	COc1ccc(NS(=O)(=O)c2cccc(C(=O)Nc3ccccc3C(=O)O)c2)cc1	-1	-9.9	0.3	-0.7	?	0.0	-0.1	3	3
32	Cc1cccc(C(=O)N(Cc2nc3ccccc3c(=O)[nH]2)C2CCCCC2)c1	4	-1.6	0.8	-1.2	0	-6.1	.	1	4
33	Cc1nn(CC(=O)Nc2ccc(F)cc2)c(=O)c2ccccc12	1	-0.8	-0.2	0.2	-2	1.0	-0.4	1	3
34	COC(=O)c1cccc(NC(=O)Cc2nc(-c3ccccc3)sc2-c2ccc(C)cc2)c1	5	0.6	-0.1	2.4	-7	1.8	.	4	0
35	Cc1noc(C)c1CSc1ccc2ccccc2n1	4	-4.9	-0.6	-2.4	-2	-2.7	0.8	-2	-1
36	O=C(CSc1ccc2ccccc2n1)c1ccc2c(c1)OCO2	21	-2.7	-0.1	-2.4	-35	-0.4	0.6	-5	-7
37	O=C(CCC1CCCN(c2ncccn2)C1)NCc1ccc(F)c(F)c1 (stereo unspecified)	7	-1.5	0.3	0.5	0	2.2	.	0	-1
38	Cc1cc(C)c(C(=O)CSc2nc(C)cc(=O)[nH]2)c(C)c1	2	2.9	-0.1	-0.6	-8	-2.8	-1.9	0	16
39	CNC(=O)c1c(NC(=O)CCS(=O)(=O)c2ccc(C)cc2)sc2c1CCN(C(=O)OC)C2	11	-3.9	0.2	4.7	8	1.7	.	-4	16
40	CS(=O)(=O)N(CC(=O)Nc1cc(Cl)ccc1Cl)c1ccccc1	6	-4.4	0.9	-1.8	-4	-2.0	1.1	-1	-2

The list goes on.
nr	Molecule	GDH-TPI counter	FadD28 FP inh	PfHsp40 rescue	BoNT-A LC inh2	BoNT F protease	Mtb UGM inh	Mtb BioA inh	FBA Mtb inh	Anthrax LF prot
41	CC(O)C1C(=O)OC2(C)CC(C)(C)NC(=S)N12 (stereo unspecified)	-6	-0.6	-1.2	-0.1	11	3.4	0.1	-5	0
42	COC(=O)c1ccccc1NC(=S)N(Cc1ccc2c(c1)OCO2)Cc1cc2ccc(C)cc2[nH]c1=O	14	-3.1	-0.5	-0.2	-2	0.0	.	4	0
43	C=CCNC(=S)N1CCOCC1	3	0.1	-3.6	-0.1	-1	0.7	.	-2	-7
44	CCCNC(=O)CCCCn1c(=S)[nH]c2c([nH]c3ccc(OC)cc32)c1=O	-3	-3.6	-0.1	-0.6	-3	3.0	.	3	2
45	CCC1Oc2ccc(C)cc2N(CC(=O)NCC2CCCO2)C1=O (stereo unspecified)	-5	-2.4	1.1	0.2	2	0.9	-1.6	0	0
46	COc1ccc(NC(=O)COC(=O)c2cc([N+](=O)[O-])ccc2N2CCOCC2)cc1	9	0.8	-0.1	2.0	6	-0.3	0.5	-5	2
47	CCCCOC(=O)CCNc1n[nH]c(=O)[nH]c1=O	6	0.5	-0.7	1.2	4	-1.2	0.3	-3	-3
48	CN(C(=O)COC(=O)c1ccc(NS(=O)(=O)c2cccs2)cc1)C1CCCCC1	2	-0.2	-1.4	0.0	0	0.3	-2.1	2	0
49	CC1CC1C(=O)OCC(=O)NC(=O)c1ccccc1 (stereo unspecified)	-2	-1.9	-1.7	-0.5	-4	-0.1	-1.0	0	-4
50	CN(CC(=O)Nc1ccc(F)cc1)C(=O)c1cc2c(s1)CCCCC2	7	-0.4	4.2	.	.	2.0	0.2	-1	.

Continuation:
nr	Molecule	GDH-TPI counter	FadD28 FP inh	PfHsp40 rescue	BoNT-A LC inh2	BoNT F protease	Mtb UGM inh	Mtb BioA inh	FBA Mtb inh	Anthrax LF prot
51	Cc1cccc(C2=NN(c3ccc(Br)cc3)[C@@H](C(=O)N3CCOC3=O)[C@@H]2c2ccc(Cl)cc2)c1	1	-3.5	1.4	0.2	1	.	-1.9	70*	-2
52	Cc1cccc(C(=O)Nc2ccc(C(=O)/C=C/c3ccncc3)cc2)c1	6	-0.4	1.0	3.6	-15	2.0	-0.3	0	13
53	Cc1cnc(CNC(=O)c2ccc3oc(Cc4ccccc4)nc3c2)[nH]1	12	0.0	1.2	2.3	5	4.1	0.4	4	6
54	CC(C)CC(=O)Nc1nnc(SCC(=O)NC2CCCCC2)s1	6	-3.5	-1.2	4.5	4	0.5	-0.3	-1	2

Not a hit list; any-hit rate near 4.7%.
